Screens deposited in PubChem by The Scripps Research Institute Molecular Screening Center.
TAAR1 ag: agonists of human TAAR1. Q96RJ0. CHO RD-HGA16 TAAR1, Fluo-8 calcium fluorescence; vehicle wells 0%, saturating PEA agonist 100%. activation, % at 3 µM. actives 0.99% (n = 360,000). AID 624467;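 active = activation above the mean activation of all test compounds in the run plus 3 SD, cut at about 38% in these data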
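System: CHO-derived RD-HGA16 cells with stable Gα16 and human TAAR1 / Times: 17-24 h plating, Fluo-8 75 min 37 °C, 30 min RT / Technique: calcium-sensitive Fluo-8 signal, excitation 470-495, emission 515-575 nm / Measure: % activation relative to PEA EC100 response / Benchmarks: DMSO and PEA EC100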
M1 ag: human M1 muscarinic receptor agonism. P11229. CHO-K1 hM1, Fluo-8 calcium fluorescence, agonist mode; 0% DMSO, 100% acetylcholine EC100. activation, % at 3 µM. actives 0.33% (n = 360,000). AID 588814;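 active = activation above the run's mean compound activation plus 3 SD, cut at about 16% in these data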;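 note: peak over basal fluorescence ratio within a 140 s kinetic read after compound addition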
Target sequence (P11229 whole entry, looked up): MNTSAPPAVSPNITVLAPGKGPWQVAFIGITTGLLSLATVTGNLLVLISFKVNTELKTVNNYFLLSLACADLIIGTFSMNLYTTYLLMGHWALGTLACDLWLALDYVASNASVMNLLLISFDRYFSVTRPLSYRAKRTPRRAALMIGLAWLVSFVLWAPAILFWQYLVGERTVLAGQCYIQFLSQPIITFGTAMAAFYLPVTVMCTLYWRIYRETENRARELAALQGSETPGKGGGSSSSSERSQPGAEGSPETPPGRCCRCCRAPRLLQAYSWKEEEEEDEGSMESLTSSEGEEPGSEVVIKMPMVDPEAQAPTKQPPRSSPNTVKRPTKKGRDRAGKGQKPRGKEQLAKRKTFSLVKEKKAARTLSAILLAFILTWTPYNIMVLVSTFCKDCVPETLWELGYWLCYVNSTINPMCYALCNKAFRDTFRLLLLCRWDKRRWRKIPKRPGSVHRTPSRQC
OXTR potentiator: human OXTR potentiation; actives 0.061% (n = 320,000); CHO-OTR cells, Fluo-8 calcium fluorescence, potentiator mode; 0% = oxytocin EC15, 100% = EC100; activation, % at 3 µM; P30559;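 active = activation above that plate's cutoff, the mean activation of tested compounds plus 3 SD, cut at about 6.6% in these data, passing the limit was not always enough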;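 note: 100% uses oxytocin at 75 nM as the full agonist control; some results filed as inactive read as strong as hits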
Target sequence (P30559 whole entry, looked up): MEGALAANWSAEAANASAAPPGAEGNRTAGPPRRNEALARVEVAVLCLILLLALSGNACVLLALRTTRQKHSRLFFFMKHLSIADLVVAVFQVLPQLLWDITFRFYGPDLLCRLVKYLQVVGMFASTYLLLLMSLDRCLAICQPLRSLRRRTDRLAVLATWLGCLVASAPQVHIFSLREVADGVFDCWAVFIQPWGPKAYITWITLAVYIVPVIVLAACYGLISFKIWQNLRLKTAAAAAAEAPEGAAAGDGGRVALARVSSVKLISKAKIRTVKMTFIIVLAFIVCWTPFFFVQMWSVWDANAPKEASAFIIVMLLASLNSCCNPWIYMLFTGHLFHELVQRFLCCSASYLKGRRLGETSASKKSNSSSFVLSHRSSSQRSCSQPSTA
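Assay system: CHO cell line stably expressing human OTR. Reagent: EC15 oxytocin agonist. Dosing: single dose, 3.0 µM nominal final compound concentration. Timing: compound 6 min at room temperature before oxytocin, 100 s read. Signal: kinetic Fluo-8 calcium fluorescence. Controls: oxytocin EC15 low and EC100 high.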
TAAR1 antagonist: antagonists of human TAAR1. Q96RJ0. CHO RD-HGA16 TAAR1, Fluo-8 calcium fluorescence, antagonist. inhibition, % at 3 µM. actives 1.5% (n = 360,000). AID 624466;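 active = inhibition above a per-plate cutoff, the mean inhibition of test compounds on that plate plus 3 SD, cut at about 49% in these data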;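 note: 0% = DMSO plus EC80 beta-PEA response and 100% = DMSO alone without agonist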
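System: RD-HGA16 CHO cells with stable hTAAR1 and Gα16 | Probe or stimulus: EC80 β-phenethylamine stimulus | Dosing: 3 µM, single point | Times: Dye loading 75 min at 37 °C, then 30 min room temperature | Measured by: Fluo-8 calcium-sensitive fluorescence | Read-out basis: % inhibition of agonist calcium response | Replicates: n of 1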
CHO parental Ca: counter-screen for OX1R antagonists: effect in parental CHO cells; parental CHO-K1, ATP-induced calcium, Fluo-8 fluorescence; inhibition, % at 5.6 µM; actives 0.63% (n = 330,000); AID 463079;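 active = inhibition above that plate's mean sample inhibition plus 3 SD, cut at about 26% in these data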;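 note: 0% = ATP-challenged DMSO wells and 100% = DMSO wells without ATP; some compounds past the cut are filed as inactive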
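Test system: untransfected parental CHO cell line. Compound: one dose, 5.6 µM nominal. Detection: intracellular calcium via Fluo-8 no-wash fluorescent dye. Measure: % inhibition. Benchmarks: ATP-challenged DMSO wells low, unchallenged DMSO wells high.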
M1 antag: blocks human M1 muscarinic receptor; CHO-K1 hM1, Fluo-8 calcium fluorescence, ACh EC80 antagonist; inhibition, % at 3 µM; actives 1.3% (n = 360,000); P11229;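 active = percent inhibition above its own plate's cutoff, namely the mean of that plate's compound wells plus 3 SD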;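 note: peak over basal fluorescence ratio during 140 s after agonist addition; 0% = ACh EC80 plus DMSO and 100% = DMSO alone without agonist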
V1aR counter: V1a receptor agonism, counter-screen for OXTR agonists; activation, % at 3 µM; CHO-V1R cells, Fluo-8 calcium fluorescence, agonist mode; 0% DMSO, 100% 3 nM vasopressin; AID 2797; actives 0.25% (n = 320,000);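 active = activation above the mean activation of all tested compounds plus 3 SD, per screening run, cut at about 20% in these data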;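 note: signal is peak over basal fluorescence ratio across a 100 second FLIPR read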
M1 PAM: potentiates human M1 receptor response to acetylcholine. activation, % at 3 µM. actives 0.088% (n = 360,000). CHO-K1 hM1, Fluo-8 calcium fluorescence, ACh EC20; 0% = ACh EC20, 100% = maximal ACh; in the data active = activation above about 19%, passing the limit was not always enough
OXTR agonist: activates the human oxytocin receptor; actives 0.32% (n = 320,000); AID 2435; CHO-OTR cells, Fluo-8 calcium fluorescence; normalized: DMSO 0%, oxytocin 100%; activation, % at 3 µM; P30559;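 active = activation above the mean of all tested compounds plus 3 SD, cutoff set per screening run, cut at about 20% in these data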;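 note: peak over basal fluorescence ratio from a 100 s FLIPR kinetic read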
Starred values were filed as active, the others as inactive; · = no result given.

SMILES	TAAR1 ag	M1 ag	OXTR potentiator	TAAR1 antagonist	CHO parental Ca	M1 antag	V1aR counter	M1 PAM	OXTR agonist
CC1Cc2ccccc2N1C(=O)CCNS(=O)(=O)c1ccc2c(c1)CCC(=O)N2 (stereo not drawn)	3	-3	-2	23	0	-4	0.3	15	1.0
O=C(NC1CCCCCCC1)c1cc([N+](=O)[O-])ccc1Cl	-2	-7	-4	-5	-10	5	-0.4	-2	-1.9
COc1ccccc1OCC(=O)Nc1cccc(-c2nc3ccccc3o2)c1	8	-5	-1	66*	-15	16	-0.1	-12	-0.3
Cc1ccc(-c2nc(CS(=O)(=O)CC(=O)Nc3cc(F)ccc3F)c(C)o2)cc1	2	-2	-7	-29	-18	-6	-1.0	0	-1.8
CCN(c1ccccc1)S(=O)(=O)c1ccc(OC)c(NC(=O)c2ccco2)c1	-1	-5	·	1	·	-12	·	3	·
O=C(O)CN1C(=O)COc2cc(S(=O)(=O)N3CCCC3)ccc21	2	-2	0	-2	-1	-16	-0.1	11	1.0
Cn1ncc2c(=O)[nH]nnc21	2	-2	·	3	·	-9	·	3	·
COc1ccc(NC(=O)C2CCOC2=O)cc1 (stereo not drawn)	3	-2	0	-22	-6	2	0.6	0	-0.5
Cc1ccc(NC(=O)Cn2cnc3c(=O)n(C)c(=O)n(C)c32)c(C)c1	0	-4	-8	6	-10	-10	1.3	7	-0.3
CCOC(=O)COc1ccc(S(=O)(=O)NCc2cccnc2)cc1	1	-3	-1	-15	-1	-19	1.3	13	0.1
COc1ccc(Cl)cc1NC(=O)CSc1nnc(Cn2c(=O)sc3ccccc32)n1C	3	-4	-5	12	-5	2	1.3	-8	1.0
CC(=O)NCCc1ccc(S(=O)(=O)N2CCN(c3nc(-c4ccccc4)c(C)s3)CC2)cc1	9	-6	-12	4	1	0	12	0	9.4
Cc1ccc2cccc(S(=O)(=O)n3nc(C)cc3C)c2n1	2	-2	1	7	-12	3	-0.1	0	-0.3
Cc1ccc(NC(=O)Cc2nn(C)c(=O)c3ccccc23)cc1F	10	6	-17	24	27	11	7.9	-15	13
Cc1ccc(-n2nc3c(c2NC(=O)c2ccc4c(c2)OCO4)CS(=O)(=O)C3)cc1C	6	-4	-4	-12	-7	-10	7.0	8	0.3
Cc1nn(-c2ccc([N+](=O)[O-])cc2)c2c1C(c1ccc(OC(F)F)cc1)N1C(=N2)C(=O)Nc2ccccc21 (stereo not drawn)	5	-3	0	-1	-20	0	-0.6	6	-1.3
CC(=O)Nc1ccc(-c2csc(NCc3ccccc3)n2)cc1	3	-6	-5	-14	-10	-2	1.2	-2	0.6
CC(C)NC(=O)C1CCN(C2CCN(C(=O)C3=CCCC3)CC2)CC1	1	-8	-3	3	-3	-6	1.7	6	-0.5
COC(c1ccccc1)c1nnc(CCC(=O)N2CCCCCCC2)o1 (stereo not drawn)	0	-3	-3	10	-17	-19	0.6	7	0.5
CCc1ccc(/C=C2\SC(=S)N(CCC(=O)N3CCN(C)CC3)C2=O)cc1	0	-6	-15	1	-23	-2	-0.4	10	-0.1
O=C(Nc1cccc(O)c1)c1ccc(Br)cc1	4	-4	4	-2	0	3	-0.1	-6	-1.8
O=C(CSc1nc2[nH]ncc2c(=O)n1-c1ccccc1)N1CCCc2ccccc21	·	·	-14	·	-5	·	12	·	9.6
Cc1ccc(S(=O)(=O)NCC(=O)NC2CCCCCC2)cc1	·	-5	0	·	-5	0	-0.6	3	-0.1
O=C1NC(Cc2ccccc2)C(=O)N1Cc1ccccc1 (stereo not drawn)	0	-5	·	-5	·	-14	·	9	·
CC1CCN(CC(=O)c2c[nH]c3ccccc23)CC1	11	-2	-8	-4	-2	12	1.1	-6	0.4
Cc1cc(NS(=O)(=O)c2ccc(NC(=O)CCCOc3ccc(Cl)cc3)cc2)no1	10	-3	-6	-14	-3	-12	0.2	9	-0.2
Cn1ncc2c(NNC(=O)c3ccccc3Cl)ncnc21	1	-6	0	11	-10	-2	1.3	3	0.8
C/C(=C\C(=O)c1c(O)cc(C)oc1=O)N(C)C	2	-4	-11	-14	-2	4	-0.5	-3	-0.4
Cc1onc(-c2c(Cl)cccc2Cl)c1C(=O)NCc1ccccn1	18	-6	-2	-7	-10	1	-0.4	5	0.1
O=C(c1ccco1)N1CCN(C(c2ccccn2)c2nnnn2C2CCCC2)CC1 (stereo not drawn)	7	-8	2	1	-8	-5	0.1	2	-0.8
CCOc1ccccc1NC(=O)c1cccnc1	2	-5	-15	-14	-3	-21	2.5	7	-0.7
CNC(=O)CSc1nnnn1CCCOC	4	-3	-14	4	-4	43*	1.4	0	0.6
Nc1ccccc1CCc1ccccc1N	0	-1	·	-8	·	-3	·	10	·
COc1ccc2c(C#CCCO)c(-c3ccc(S(C)(=O)=O)cc3)sc2c1	20	1	-12	62*	7	4	6.9	10	11
Cc1ccc(NC(=O)COC(=O)Cc2csc(-c3cccc(F)c3)n2)cc1C	0	-7	-1	-4	-5	-4	-0.4	6	-0.7
Nc1nnc(SCC(=O)NNC(=O)c2ccccc2F)s1	2	-2	-2	-13	-13	-11	1.5	3	1.7

Continued; the last 3 above are carried over.
SMILES	TAAR1 ag	M1 ag	OXTR potentiator	TAAR1 antagonist	CHO parental Ca	M1 antag	V1aR counter	M1 PAM	OXTR agonist
COc1ccc2c(C#CCCO)c(-c3ccc(S(C)(=O)=O)cc3)sc2c1	20	1	-12	62*	7	4	6.9	10	11
Cc1ccc(NC(=O)COC(=O)Cc2csc(-c3cccc(F)c3)n2)cc1C	0	-7	-1	-4	-5	-4	-0.4	6	-0.7
Nc1nnc(SCC(=O)NNC(=O)c2ccccc2F)s1	2	-2	-2	-13	-13	-11	1.5	3	1.7
O=C(NCCc1ccc(Cl)cc1)c1ccc2nccnc2c1	8	6	-13	13	3	-7	9.0	-4	6.6
COc1ccc(CN=C2Nc3ccccc3CS2)cc1	18	-7	-8	6	-10	-4	4.8	-11	2.1
Cc1cc(=O)oc2cc(OC(C)C(=O)NCC3CCCO3)ccc12 (stereo not drawn)	0	-2	-5	-27	7	-3	0.0	5	-0.2
O=S(=O)(c1cccc(F)c1)N1CCN(c2nc(-c3cccnc3)nc3ccccc23)CC1	21	-5	-5	61*	-17	4	-0.3	-8	0.9
CCOC(=O)C1=C(C)OC(N)=C(C#N)C1c1cc(OC)c2c(c1)OCO2 (stereo not drawn)	20	0	-9	6	-12	-53	1.2	12	-0.1
C#CCSc1n[nH]c(-c2ccco2)n1	4	-2	-13	-4	1	-13	0.6	14	1.2
COc1ccccc1CN(C)C(C)C(=O)Nc1cccc(C(C)=O)c1 (stereo not drawn)	1	-7	2	-10	-11	16	-0.5	-7	0.1
CCN(CC)CC(O)COc1ccccc1C(=O)CCc1ccccc1 (stereo not drawn)	2	-12	-1	-1	-26	11	1.1	-18	0.8
CCN(C(=O)COC(=O)c1c(NC(C)=O)sc(C)c1C)C1CCS(=O)(=O)C1 (stereo not drawn)	4	-5	-10	-2	-16	-6	0.6	5	-1.1
CC(=O)OCCN1C(=O)c2cccnc2C1=O	12	-4	-10	-9	-6	-4	0.6	4	0.1
CCN(CC)CCNc1ccc(CO)c2sc3ccccc3c(=O)c12	1	-6	-6	-12	2	-17	1.0	2	-0.5
COC(=O)Nc1c(-c2ccccc2)nc2ccc(Cl)cn12	7	-1	0	-16	-8	-21	0.1	5	-1.1
CC(C)n1c(N2CCN(S(=O)(=O)c3cccc([N+](=O)[O-])c3)CC2)nc2ccccc21	7	-7	-17	12	-20	-1	3.3	-17	1.9
CC(C)(C)C(=O)Nc1nc2c(s1)COc1ccccc1-2	4	-6	-6	9	-21	10	0.8	-11	-2.0
COc1cccc(N2CCN(S(=O)(=O)c3ccc4nc(-c5ccccc5)[nH]c4c3)CC2)c1	6	-3	-12	13	-5	-11	1.4	-3	0.7
Cc1ccc(-n2c(C)cc(/C=N\NC(=O)CC(=O)NC(C)C)c2C)cc1	10	-2	4	98*	-7	-2	-0.9	5	-1.7
CS(=O)(=O)c1ccc(Sc2nc3ccccc3[nH]2)c([N+](=O)[O-])c1	2	-4	-1	9	-9	0	-0.3	9	-0.1
c1ccc(CCNc2nnnn2-c2ccccc2)cc1	1	8	-3	-7	-1	-13	1.1	4	-0.2
O=C(CSc1nc2ccc(Cl)cc2[nH]1)NCCc1ccccc1	15	-1	-8	8	-14	6	7.8	1	1.7
CCN1C[C@@H]2[C@@H]3C(=O)N(Cc4ccccc4)C(=O)[C@@H]3[C@](Cc3ccccc3)(C1=O)N2C(=O)c1ccc(Br)cc1	5	1	·	5	·	-13	·	10	·
O=S(=O)(Nc1ccccc1OC(F)F)c1ccc(S(=O)(=O)N2CCCC2)cc1	1	-2	-8	12	-11	-6	2.5	5	6.1
O=C(O)c1cc(S(=O)(=O)O)ccc1O	1	-2	-4	-1	26	-19	0.2	5	-0.2

Entries of single compounds as entered above:
COc1cccc(N2CCN(S(=O)(=O)c3ccc4nc(-c5ccccc5)[nH]c4c3)CC2)c1 in the list: TAAR1 ag = 6; M1 ag = -3; OXTR potentiator = -12; TAAR1 antagonist = 13; CHO parental Ca = -5; M1 antag = -11; V1aR counter = 1.4; M1 PAM = -3; OXTR agonist = 0.7
c1ccc(CCNc2nnnn2-c2ccccc2)cc1 in the list: TAAR1 ag = 1; M1 ag = 8; OXTR potentiator = -3; TAAR1 antagonist = -7; CHO parental Ca = -1; M1 antag = -13; V1aR counter = 1.1; M1 PAM = 4; OXTR agonist = -0.2
